Screens: PubChem BioAssay, The Scripps Research Institute Molecular Screening Center
TbREL1 inh: TbREL1 inhibition, primary screen; P86926; TbREL1 RNA ligation, FRET fluorescence; 89,000 tested, 0.49% active; AID 1117264; inhibition, % at 9.66 µM;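 active means inhibition above the mean inhibition across all screened compounds plus 3 SD, cut at about 11% in these data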;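 further: 0% = plate median of test wells and 100% = NSC42067 control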
* hit, by the source's call. This is a subset; the hit share may differ from the screen's.

TbREL1 inh | Compound
-1.8 | C=CCC(CC=C)(C(N)=O)c1ccccc1
0.7 | Cc1nc(C(=O)Nc2ccc(Cl)cc2)nn1-c1ccc([N+](=O)[O-])cc1
-3.6 | CN(C(=O)c1ccc(NC(=O)Cc2cccc(NC(=O)C3CCCN(C(=O)C4CCCC4)C3)c2)cc1)C1CCCC1 (stereo unspecified)
2.8 | Fc1ccc(COc2ccc(-c3nnco3)cc2)c(Cl)c1
-2.2 | COc1ccc2c(c1)nc(NCCCO)n2Cc1ccccc1
0.6 | Cc1oc(-c2ccccc2)cc1C(=O)NCc1ccncc1
6.7 | Cc1ccc(NC(=O)c2sc3nc4c(c(-c5ccco5)c3c2N)CCC4)cc1
-2.8 | COc1cccc(N2CC(C(=O)NCc3n[nH]c(=O)c4ccccc34)CC2=O)c1 (stereo unspecified)
2.6 | CC(=O)c1cc(NC(=O)c2ccc(C)cc2)c(=O)oc1C
1.4 | COc1ccc2c(c1)CCCN2C(=O)C1CCCN(S(=O)(=O)c2c(C(C)C)cc(C(C)C)cc2C(C)C)C1 (stereo unspecified)
1.8 | COc1ccc2c(c1)[nH]c1c(=O)n(CCc3cnc[nH]3)cnc12
3.6 | CC(=O)c1ccc(OCCCN2CCCCC2)cc1
0.6 | Cc1nc2c(-c3ccccc3)c(C)nn2c(C)c1CC(=O)O
2.1 | COc1ccc(S(=O)(=O)N2CCCCC2)cc1NC(=O)Cc1sc(C)nc1-c1ccc(F)cc1
3.6 | CCN(CC)c1ccc(N=Nc2ncn[nH]2)cc1

In a second layout: 4 of the compounds above.
| Compound | TbREL1 inh |
| --- | --- |
| CN(C(=O)c1ccc(NC(=O)Cc2cccc(NC(=O)C3CCCN(C(=O)C4CCCC4)C3)c2)cc1)C1CCCC1 (stereo unspecified) | -3.6 |
| CCN(CC)c1ccc(N=Nc2ncn[nH]2)cc1 | 3.6 |
| Cc1ccc(NC(=O)c2sc3nc4c(c(-c5ccco5)c3c2N)CCC4)cc1 | 6.7 |
| COc1ccc(S(=O)(=O)N2CCCCC2)cc1NC(=O)Cc1sc(C)nc1-c1ccc(F)cc1 | 2.1 |

(further entries)
TbREL1 inh | Compound
5.7 | O=C(NCC(c1ccco1)N1CCN(c2ccccc2)CC1)c1ccc2c(c1)OCO2 (stereo unspecified)
0.2 | Cc1cc(CC(C)C)n(-c2nc3ccccc3c(=O)n2OCC(N)=O)n1
-1.8 | CCOC(=O)NC1(C(F)(F)F)C(=O)N(Cc2ccccc2)C2=C1C(=O)CC(C)(C)C2 (stereo unspecified)
1.4 | O=C(N/N=C\c1ccc(-c2ccccc2[N+](=O)[O-])o1)C1COc2cc3ccccc3cc2O1 (stereo unspecified)
0.3 | Cc1ccc(C(=O)OCC(=O)NC(=O)c2cccn2C)cc1[N+](=O)[O-]
-3.2 | Cc1nc2ccc(N)cc2c(=O)n1Cc1ccc(Cl)cc1
-2.6 | CC(=O)c1ccc(OCCCC(=O)NC2CCCc3ccccc32)cc1 (stereo unspecified)
-0.1 | CCOC(=O)c1sc(N)nc1C(C)C
2.6 | Cn1cc(Br)c(C(=O)NN2C(=O)C3C(C2=O)C2C=CC3C23CC3)n1 (stereo unspecified)
1.4 | Cc1ccc(CN2CCCCC(NC(=O)c3ccc(C)cc3)C2=O)cc1 (stereo unspecified)
-4.3 | CCOCc1c(C(=O)NCC(c2ccco2)N2CCCC2)oc2ccccc12 (stereo unspecified)
-2.2 | CC(=O)NC(=S)Nc1ccc(N2CCOCC2)c(S(=O)(=O)Nc2cc(Cl)ccc2Cl)c1
-0.9 | CCOc1c2ccc(C(=O)NCc3ccc4c(c3)OCO4)cc2nn1CC
-2.8 | COC(=O)[C@@]12CCCCN1[C@H](c1ccc(-c3ccc(Cl)c(Cl)c3)cc1)[C@H]1C(=O)N(C)C(=O)[C@H]12
1.2 | Cc1c(NC(=O)c2ccc(NS(=O)(=O)c3ccccc3)cc2)c(=O)n(-c2ccccc2)n1C
-0.4 | COc1cc(OC)cc(-c2c(C#Cc3ccsc3)c3cc(-c4ccc5[nH]ccc5c4)ccc3n2C)c1
-0.3 | CCN(CC(=O)NC(C)(C)C)C(=O)c1ccc(Br)cc1
-2.9 | CCCCCCSc1cccc(-c2nc3ccccn3c2NCc2ccccc2)c1
-4.7 | COc1ccc(N2CCN(C(=O)CCC(=O)c3cc(C)sc3C)CC2)cc1
0.1 | O=C(O)CCSCc1ccccc1F
-1.3 | Cc1[nH]c(=O)c(C#N)c(C)c1Cc1ccc(Cl)cc1Cl
1.7 | CN(CC(=O)NC1CCCCC1)S(=O)(=O)c1ccc(Cl)cc1
-1.0 | Nc1nc2c(ncn2[C@@H]2O[C@H](CNS(=O)(=O)N3CCc4ccccc4C3)[C@@H](O)[C@H]2O)c(=O)[nH]1
1.7 | COC(=O)c1c(NC(=O)COC(=O)[C@@H](NS(=O)(=O)c2ccc(C)cc2)C(C)C)sc2c1CCC2
-2.2 | CCCC/C=C1/[C@H](c2ccccc2)N(C)C2=N[C@H](c3ccccc3)CC(=O)N21
-1.8 | O=C1CCC/C(=N\NC(=O)c2ccc(COc3cccc4cccnc34)cc2)C1
0.7 | CCOC(=O)C(CC)Sc1ncnc2nc[nH]c12 (stereo unspecified)
-2.5 | Cc1c(C(=O)N(Cc2nnc(-c3ccccc3Cl)o2)C2CC2)oc2ccccc12
-2.2 | COc1ccc(C2C(C(=O)N3CCN(c4ccccc4Cl)CC3)CC(=O)N2c2ccc(OC)cc2)cc1 (stereo unspecified)
4.2 | Cn1nccc1C(=O)N1CCCC(N2CCN(Cc3ccc4c(c3)OCO4)CC2)C1 (stereo unspecified)
-1.7 | COc1ccc(C2NC(=O)NC(C)=C2C(C)=O)cc1 (stereo unspecified)
0.3 | CC(C)c1cc(C(=O)NCc2ccco2)no1
0.0 | CCN1CCN(C(=O)C2CCCN(S(=O)(=O)c3ccc(OC)c(OC)c3)C2)CC1 (stereo unspecified)
1.4 | NC(=O)Cn1cc(/C=N\NS(=O)(=O)c2ccc(F)cc2)c2ccccc21
3.0 | Cc1ccccc1C(=O)NCCNC(=O)c1cnccn1
-0.8 | CCCCNC(=O)COC(=O)C1CCN(S(=O)(=O)c2ccc3c(c2)OCCO3)CC1
6.2 | O=C(c1ccco1)N1CCN(CC2CC3C=CC2C3)CC1 (stereo unspecified)
-1.1 | CCCCNC(=O)C1CC(c2ccc(C(F)(F)F)cc2)=NO1 (stereo unspecified)
-3.1 | COc1cc(S(=O)(=O)NC2CCCCC2)c(C)cc1C
-1.7 | CNC(=S)N(Cc1ccc(OC)cc1)C1CC(=O)N(c2ccc(Cl)cc2)C1=O (stereo unspecified)
-0.1 | CCc1nc(NCC2CCCN2CC)c2nnn(Cc3ccccc3F)c2n1 (stereo unspecified)
6.5 | NCCCNc1nc(N)c([N+](=O)[O-])c(NC2CCCCC2)n1
-1.0 | Cc1cccc(OCC(=O)NN2C(=O)C3C4C=CC(O4)C3C2=O)c1 (stereo unspecified)
1.1 | C[C@@]12C(=O)N(Cc3ccc(F)cc3)CC(=O)N1[C@H]1c3cc(Cl)ccc3OC[C@@H]1[C@@H]2c1ccccc1
-0.6 | O=C(NCc1ccco1)c1cc(C(=O)C2CC2)c[nH]1
-0.2 | Cc1ccc(S(=O)(=O)N2CCC(C(=O)NC3CCCCCC3)CC2)cc1
0.5 | CC(C)c1nnc(SCC(=O)NC2CCCC2)n1C
-4.0 | O=C(Nc1cc(S(=O)(=O)N2CCOCC2)ccc1N1CCCC1)c1cc2c(s1)CCCC2
0.3 | CCOC(=O)c1ccc(NC(=O)Nc2ccc3c4c(cccc24)C(=O)N3CC)cc1
-3.8 | N#Cc1c(NC(=O)c2ccc([N+](=O)[O-])o2)sc2c1CCC2
-0.3 | O=C(NNC(=O)c1ccccc1-n1cccc1)c1ccccc1
-6.2 | CCCCCCCCN1C(=O)[C@H](CC(=O)NCc2ccc(C)o2)C[C@@]2(C(=O)OC)CC(C)(C)CC=C12
0.2 | c1ccc2c(c1)OCC(CNc1ncnc3sccc13)O2 (stereo unspecified)
0.2 | CC(C)(C)OC(=O)CNC(=O)c1nc[nH]c1C(=O)N1CCc2ccccc2C1
-0.7 | CCSc1ncc(/C=N/Nc2ccc(F)cc2)n1C
2.1 | COc1ccc(Cl)cc1NC(=O)c1[nH]c(C)c(C(C)=O)c1C
2.6 | CCCC(=O)Nc1ccc2oc(-c3ccc(OC)c(Br)c3)nc2c1
-1.9 | CC(C)[C@H](NC(=O)c1ccccc1F)C(=O)NC1CCCCC1
5.1 | CN(c1cccnc1)c1ccc(NC(=O)Cc2c[nH]c3ccccc23)cc1-c1ccc(F)c(F)c1
1.0 | Cc1cc(-n2c(=O)c(C#N)cc3c(=O)n4cccc(C)c4nc32)no1

Remaining list, next part:
TbREL1 inh | Compound
6.2 | O=C(c1cccc(F)c1)N1CCN(C(=O)c2cc3ncc(Br)cn3n2)CC1
0.7 | Clc1ccc(NNc2ccnc3cc(Cl)ccc23)cc1
-1.1 | CN1C(C(=O)NCc2ccco2)CC2Cn3c(nc4cc(Cl)c(Cl)cc43)C21 (stereo unspecified)
-1.8 | COc1ccc(S(=O)(=O)Nc2cc3c4c(c2)CC(=O)N4CCC3)cc1
0.4 | CCOc1ccc(NC(=O)c2ccc(NC(=O)c3cn4c5c(c(N6CCN(C)CC6)c(F)cc5c3=O)OCC4C)cc2)cc1 (stereo unspecified)
0.8 | CCCNC(=O)c1nn2cc(Br)cnc2c1Cl
8.5 | CCOC(=O)c1nnn(-c2ccc([N+](=O)[O-])cc2)c1C
-1.1 | Cc1c(C(=O)Nc2ccccn2)sc2nc3n(c(=O)c12)CCC3
-0.8 | O=C(OCC#CCSc1nnc(-c2cccc3ccccc23)o1)c1cccc(F)c1
-1.1 | CCOC(=O)CS(=O)(=O)CC(=O)Nc1ccc([N+](=O)[O-])cc1OC
-1.7 | C[C@H]1NC(=O)[C@@]2(C)[C@@H](c3ccccc3)[C@H]3COc4ccccc4[C@@H]3N2C1=O
4.5 | CC(C)(C)OC(=O)[C@H](CCCCN)NC(=O)c1nc[nH]c1C(=O)NCCCCCN
-5.8 | CCn1c(COc2ccccc2C)nnc1SCC(=O)CC(=O)Nc1ccccc1
-1.5 | CC(Oc1ccc(S(=O)(=O)N2CCCC2)cc1[N+](=O)[O-])C(=O)NC1(C#N)CCCCC1 (stereo unspecified)
0.4 | COc1ccc(OC)c(NC(=O)C2(C)CCN2Cc2ccc(OC)c3ccccc23)c1 (stereo unspecified)
1.8 | FC(F)(F)c1cccc(Nc2nc(N3CCOCC3)nc(N3CCOCC3)n2)c1
0.3 | Cc1cnn(-c2ccc3nnc(-c4ccc(Cl)cc4)n3n2)c1
2.6 | CC(=O)NCC(=O)OCC(=O)c1ccc(Br)cc1
1.1 | NC(=O)Cc1ccc(C(=O)c2ccccc2F)s1
-1.3 | CCCCc1nc2sc3c(c2c(=O)n1NC(=O)c1ccco1)CC(C)(C)OC3
-0.8 | CCCCC(CC)CNC(=O)CCCCn1c(=O)[nH]c2ccsc2c1=O (stereo unspecified)
5.7 | Cc1cc(C)n(Cc2ccccc2Cl)n1
1.3 | Cc1ccc(CNS(=O)(=O)c2c(C)nc3scc(C)n3c2=O)cc1
0.5 | CCC(=O)Nc1cc(C(=O)OCC(=O)c2ccccc2)ccc1C
0.2 | CC(C)n1c(SCC(=O)Nc2ccccc2N2CCCCC2)nc2c1c(=O)n(C)c(=O)n2C
0.7 | COC(=O)c1ccc(COc2ncnc3sccc23)cc1
3.6 | O=C(NCc1ccccc1Cl)C1CCCN(S(=O)(=O)c2cnc[nH]2)C1 (stereo unspecified)
2.1 | CCOC(=O)COc1cc(OCC(=O)OCC)c2c(=O)cc(-c3ccccc3)oc2c1
-1.7 | CNS(=O)(=O)c1cc(C(=O)OCC(=O)NC2CCCc3ccccc32)ccc1Cl (stereo unspecified)
-1.1 | O=C1c2ccccc2C(=O)N1CCc1csc(-c2cccc(Cl)c2)n1
2.5 | COc1ccc(CC2NCCC3=CC(=O)CCC32)cc1O (stereo unspecified)
3.0 | NC(=O)[C@@H]1CCCNc2c(F)cc([N+](=O)[O-])cc2C(=O)N[C@@H](CCC(=O)O)C(=O)N[C@@H](CO)C(=O)N1
-0.7 | O=C(CSc1nnc(CCCOc2ccc(Cl)cc2Cl)o1)Nc1ccc(C(=O)O)cc1
-5.7 | CCn1c2ccccc2c2cc(C=Nn3c(-c4ccccc4C)n[nH]c3=S)ccc21
-1.1 | CCN1C(=O)[C@@H]2[C@@H](c3ccc(-c4ccc(F)cc4)c(OC)c3)N3CCCC[C@@]3(C(=O)OC)[C@@H]2C1=O
-2.8 | O=C(O)C1CCCN1c1nc(-c2ccc(Cl)c(Cl)c2)cc(C(F)(F)F)n1 (stereo unspecified)
4.8 | CC(=O)Nc1ccc(C(=O)CSc2nnc(-c3ccccc3F)n2CCc2ccccc2)cc1
-2.3 | Cc1c(C(=O)N2CCCC(C)(C(=O)NS(=O)(=O)C3CC3)C2)oc2ccccc12 (stereo unspecified)
1.0 | C=CCOC(=O)C1=C(C)Nc2ncnn2C1c1cccs1 (stereo unspecified)
-1.1 | COC(=O)c1sc(NC(=O)c2ccoc2C)nc1C
0.2 | COc1ccc(CNC(=O)c2csc(Cc3ccc(OC)cc3)n2)cc1
-3.1 | Cc1sc(NC(=O)c2ccco2)c(C(c2ccncc2)N2CCOCC2)c1C (stereo unspecified)
4.0 | CCc1noc(C)c1C(=O)N(CCCOC)c1c(N)n(Cc2ccccc2)c(=O)[nH]c1=O
0.6 | COc1ccc(OCC(O)Cn2c(Br)nc3c2c(=O)[nH]c(=O)n3C)cc1 (stereo unspecified)
-2.4 | COc1ccc(S(=O)(=O)Nc2ccc(S(=O)(=O)NCC3CCCO3)cc2)cc1 (stereo unspecified)
-0.9 | CCCCn1c(=O)c(C(=O)OCC)c(O)c2ccccc21
-1.3 | Cc1ccc2nsnc2c1NC(=O)c1ccccc1[N+](=O)[O-]
-2.7 | CC[C@@H](C)[C@H](NC(=O)CCc1c(C)c2cc3c4c(oc3c(C)c2oc1=O)CCCC4)C(=O)O

3 compounds already listed, ordered by molecular weight, rising:
TbREL1 inh | Compound
4.8 | CC(=O)Nc1ccc(C(=O)CSc2nnc(-c3ccccc3F)n2CCc2ccccc2)cc1
-1.1 | CCN1C(=O)[C@@H]2[C@@H](c3ccc(-c4ccc(F)cc4)c(OC)c3)N3CCCC[C@@]3(C(=O)OC)[C@@H]2C1=O
-0.7 | O=C(CSc1nnc(CCCOc2ccc(Cl)cc2Cl)o1)Nc1ccc(C(=O)O)cc1
